PP1 counter: PP1-alpha (human) inhibition in PP5 counter-screen | P62136 | purified PP1alpha, OMFP fluorescence | inhibition, % at 6.7 µM | actives 0.9% (n = 320,000) | AID 2235;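 active = inhibition above the mean inhibition of all tested compounds plus 3 SD, computed separately for each screening campaign, cut at about 15% in these data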
PREPL inh: inhibits the human prolyl oligopeptidase-like enzyme; Q4J6C6; recombinant PREPL, fluorescence polarization activity-based probe; inhibition, % at 5.96 µM; actives 0.68% (n = 320,000); in the data active = inhibition above about 43%;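 also: 0% = enzyme with DMSO and 100% = wells lacking enzyme; many of its hits are not listed in these tables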
TPT1 inh: blocks Candida albicans tRNA 2'-phosphotransferase. recombinant caTPT1, FP RNA substrate dephosphorylation. inhibition, % at 5 µM. actives 0.81% (n = 300,000). AID 1962;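 active = inhibition above the mean of all tested compounds plus 3 SD, set per screening campaign, cut at about 24% in these data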;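 also: plate controls were DMSO alone for no effect and ferristatin control at 100 nM for full effect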
PP5 primary: PP5 (human) phosphatase inhibition | AID 1987 | P53041 | purified PP5c, OMFP substrate fluorescence | actives 0.18% (n = 320,000) | inhibition, % at 6.7 µM;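 active = inhibition above the campaign's mean inhibition across all tested compounds plus 3 SD, cut at about 9.5% in these data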;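 also: 0% = DMSO only and 100% = 100 µM cantharidin control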
Target sequence (P53041 whole entry, looked up): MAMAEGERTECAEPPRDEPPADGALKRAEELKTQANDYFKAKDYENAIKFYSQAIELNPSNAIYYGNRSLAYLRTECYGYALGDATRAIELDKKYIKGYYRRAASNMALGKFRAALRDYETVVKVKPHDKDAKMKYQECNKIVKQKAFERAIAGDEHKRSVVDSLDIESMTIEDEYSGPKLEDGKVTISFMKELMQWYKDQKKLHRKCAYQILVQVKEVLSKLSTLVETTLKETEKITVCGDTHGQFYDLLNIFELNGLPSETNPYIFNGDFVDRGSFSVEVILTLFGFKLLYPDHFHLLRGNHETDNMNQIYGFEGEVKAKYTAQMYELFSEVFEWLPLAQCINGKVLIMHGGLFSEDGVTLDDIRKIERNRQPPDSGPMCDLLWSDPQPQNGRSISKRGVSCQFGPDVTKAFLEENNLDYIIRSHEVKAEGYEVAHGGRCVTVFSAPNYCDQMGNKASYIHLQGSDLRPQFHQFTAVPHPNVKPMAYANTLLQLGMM
CTSL1 counter: cathepsin L1 inhibition, PFM18AAP counter-screen. recombinant F. hepatica cathepsin L1, Z-Leu-Arg-MCA fluorescence. inhibition, % at 5.96 µM. actives 0.49% (n = 300,000);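 active = inhibition above the mean of all tested compounds plus 3 SD, set per screening campaign, cut at about 17% in these data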;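 also: 0% = plate median of test compound wells and 100% = 1 µM Z-Phe-Ala-diazomethylketone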
JMJD2C inh: inhibitors of human GASC-1 (JMJD2C) demethylase; Q9H3R0; GST-JMJD2C(1-420) H3K9me3 demethylation, DELFIA europium; inhibition, % at 2.35 µM; actives 0.069% (n = 330,000); AID 2099;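 active = more than half of a compound's replicate wells show inhibition beyond 50%, single wells judged on their own value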;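 also: signal counts dimethyl H3K9 product captured on neutravidin plate; 0% = median of DMSO wells and 100% = 0.3 times that DMSO median; strong numbers were not always called active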
Target sequence (Q9H3R0 1-420 limits assumed): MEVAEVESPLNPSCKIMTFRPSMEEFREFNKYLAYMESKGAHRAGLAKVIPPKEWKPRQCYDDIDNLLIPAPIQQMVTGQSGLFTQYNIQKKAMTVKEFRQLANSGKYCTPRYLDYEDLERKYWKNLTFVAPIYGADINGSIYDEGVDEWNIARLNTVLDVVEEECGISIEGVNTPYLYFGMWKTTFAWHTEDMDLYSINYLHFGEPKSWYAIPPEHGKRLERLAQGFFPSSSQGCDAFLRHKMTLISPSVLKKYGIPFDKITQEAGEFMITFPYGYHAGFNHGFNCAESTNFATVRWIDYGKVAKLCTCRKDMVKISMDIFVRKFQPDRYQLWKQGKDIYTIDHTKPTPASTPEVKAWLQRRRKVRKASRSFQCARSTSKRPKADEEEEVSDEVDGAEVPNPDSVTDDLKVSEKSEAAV
HCV core dimer: blocks dimerization of HCV core protein; TR-FRET GST/Flag-core106 dimerization, 1536-well; inhibition, % at 5 µM; actives 0.33% (n = 300,000); AID 1899;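 active = inhibition above the mean of all tested compounds plus 3 SD, set per screening campaign, cut at about 45% in these data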
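System: GST-tagged and Flag-tagged HCV core protein residues 1-106 / Input: core106 proteins, GST 13.5 nM and Flag 17 nM / Buffer or medium: KF-containing HEPES buffer, pH 7.45, DTT, CHAPS, BSA / Probe or stimulus: Eu-anti-GST and XL665-anti-Flag labelled anti-tag antibodies / Schedule: 4 h, 22.5 °C incubation / Technique: TR-FRET 671 and 617 nm emission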
LYPLA2 inh: counter-screen for PME1 inhibitors: inhibitors of human LYPLA2; AID 2177; inhibition, % at 5.9 µM; recombinant LYPLA2, FP-Rh probe fluorescence polarization; actives 0.38% (n = 320,000);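 active = inhibition above the screen-wide mean plus 3 SD, limit set per campaign, cut at about 26% in these data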;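 also: 0% = LYPLA2 with DMSO and 100% = wells lacking LYPLA2 enzyme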
Efflux pump mplx: blocks antifungal efflux pumps in multiplex yeast assay. S. cerevisiae Candida pump triplex, Nile Red efflux. inhibition, % at 10 µM. actives 0.44% (n = 330,000);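 active = plate passing quality check with inhibition over a set limit, or well fluorescence over plate mean plus 4 SD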;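 also: Nile Red retained in pooled yeast measured as flow cytometry median fluorescence; 0% = buffer negative control and 100% = Enniatin B positive control; higher means more Nile Red kept so more efflux inhibition; some compounds called inactive have numbers as strong as hits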
* hit, by the source's call; . = not tested or not shown; & = joins results of further samples. An excerpt. The share of hits here may be higher or lower than overall.

Order of results – PP1 counter, PREPL inh, TPT1 inh, PP5 primary, CTSL1 counter, JMJD2C inh, HCV core dimer, LYPLA2 inh, Efflux pump mplx
- Cc1cc(NC(=O)CN2C(=O)S/C(=C\c3ccccc3)C2=O)no1
  3, 14, -1, 1.4, 2, 3, 2, -3, 0.1
- CC1CCCC(C)N1S(=O)(=O)c1ccc(NC(=O)CNCC2CCCO2)cc1 (stereo not given)
  0, 7, -1, 3.3, -2, -9&-35, 0, 0, 0.1
- Cc1[nH]ccc(=O)c1OCC(=O)O
  -4, 2, 0, 1.2, 4, 1, 2, 0, -0.1
- CN(C)c1c(F)cc(-c2nn[nH]n2)cc1F
  -3, -1, 1, -1.0, -3, -1, 2, -5, 0.0
- CC(C)OC(=O)c1c(N)n(CCCN2CCOCC2)c2nc3ccccc3nc12
  -6, -6, -1, 2.4, 5, 95, 4, -3, -0.1
- COc1ccccc1NS(=O)(=O)c1ccc(C)c(C(=O)NCC2CCCO2)c1 (stereo not given)
  -10, 9, 0, -3.1, 10, 6, 0, 4, 0.1
- CC(C)c1nnc(NC(=O)C2CCN(C(=O)Nc3ccccc3)CC2)s1
  -1, -3, 0, 0.2, -1, 8, -3, -1, -0.2
- CCn1c(SCC(=O)Nc2nccs2)nnc1-c1ccccn1
  -3, 6, 0, 1.1, -1, 0, -1, 0, -0.2
- CC1CCCC(NC(=O)c2ccc3c(c2)OCO3)C1C (stereo not given)
  -3, -5, 3, -1.4, 6, 2, -2, -4, -0.1
- Cc1c(C=O)c2ccccc2n1CC(=O)O
  2, 14, 3, -3.3, -1, 6, 1, -1, 0.0
- Cc1ccc(OCCC(=O)OCC(=O)Nc2cc(C)nn2-c2ccccc2)cc1
  -1, -43, -2, -1.3, -26, -1, 4, 2, 0.0
- COc1ccc(-c2cc(C(F)(F)F)nc(S(C)(=O)=O)n2)cc1
  3, -8, 1, 4.0, 2, 3, 11, -30, 0.0
- COc1ccc(S(=O)(=O)n2ccnc2)c2cccnc12
  1, 8, -3, -0.2, 7, 7, -3, 10, 0.1
- O=C(c1ccc(Cl)cc1)c1coc2ccc(O)cc12
  1, -14, -3, 3.1, 4, 4, 3, -3, 0.1
- CCCCCc1nnc(NC(=O)C2=COCCO2)s1
  0, -9, 4, -2.3, -2, -4, 0, 2, 0.0
- COc1ccc(NC(=O)CS(=O)(=O)c2cccc(Cl)c2)cc1
  -1, -8, -3, 0.4, 7, 2, -2, 9, 0.0
- CCC/C(=N/NC(=O)c1csc(C)c1C)c1ccc(Cl)s1
  1, -2, -5, 0.9, 2, 0, 4, 6, -0.1
- O=C1c2ccccc2C(=O)N1Cc1ccccn1
  0, 6, -2, 0.6, 5, 33, 1, 7, 0.0
- CC1CC(C)CN(C(=S)Nc2ccc(SC(F)F)cc2)C1 (stereo not given)
  2, -2, 0, 0.6, 0, -4, 5, -2, 0.0
- C=CCOc1cccc(C2/C(=C(/O)c3ccccc3)C(=O)C(=O)N2CCN2CCOCC2)c1 (stereo not given)
  -3, 0, 2, 2.6, 2, -8, 6, 1, 0.1

4 compounds from above, showing only PP5 primary, Efflux pump mplx and PP1 counter:
molecule	PP5 primary	Efflux pump mplx	PP1 counter
CCn1c(SCC(=O)Nc2nccs2)nnc1-c1ccccn1	1.1	-0.2	-3
CC1CCCC(NC(=O)c2ccc3c(c2)OCO3)C1C (stereo not given)	-1.4	-0.1	-3
Cc1c(C=O)c2ccccc2n1CC(=O)O	-3.3	0.0	2
Cc1ccc(OCCC(=O)OCC(=O)Nc2cc(C)nn2-c2ccccc2)cc1	-1.3	0.0	-1

Continuation.
Order of results – PP1 counter, PREPL inh, TPT1 inh, PP5 primary, CTSL1 counter, JMJD2C inh, HCV core dimer, LYPLA2 inh, Efflux pump mplx
- CCOc1cc(NC(=S)NCCCN2CCOCC2)c(OCC)cc1NC(=O)c1ccccc1
  -4, 2, -6, 0.5, 1, 1, -1, 2, 0.0
- CCOC(=O)Cc1cnc(NC(=O)CSc2nc(N)cc(=O)[nH]2)s1
  0, -4, 2, -1.6, -5, 1, 1, 0, 0.6
- CCN(CC)S(=O)(=O)c1ccc(S(=O)(=O)Nc2ccc(C(=O)N3CCCC3)cc2)cc1
  -2, 9, 2, 2.3, -3, -4, -3, -7, 0.1
- Cc1cc(NS(=O)(=O)c2ccc(NC(=O)/C=C/c3ccc(C)o3)cc2)nc(C)n1
  -1, 5, 5, -2.1, 5, -1, -1, 2, -0.1
- COC(=O)c1ccc2c(c1)C(C)(C)C(/C=C/c1ccccc1O)=[N+]2C
  19*, -304, 19, 4.9, -1, -4, 7, -307, 0.2
- CC(=O)Nc1ccc2[nH]c(C)c(CC=C(Cl)Cl)c(=O)c2c1
  5, 11, -10, 3.9, -4, 3, -2, 3, 0.0
- CCCn1nc(NC(=O)CC)c2cc3cccc(C)c3nc21
  -2, 4, 0, -1.0, -1, -1, -2, -1, -0.2
- CCCC(=O)Nc1ccc(C(=O)NNC(=O)c2cccc([N+](=O)[O-])c2)cc1
  -1, -1, -2, 0.3, 3, 5, -2, 2, 0.0
- O=C(C1CCCN(S(=O)(=O)c2cccs2)C1)N1CCc2ccccc2C1 (stereo not given)
  3, 4, 2, 4.6, -4, -1, 6, -1, 0.1
- c1ccc2c(c1)CC1(CCCC1)n1nnnc1-2
  -8, 4, 0, -2.5, -1, 0, 1, -2, -0.1
- Cn1c(N)c(C(=O)CSc2nc3ccccc3n2-c2ccccc2)c(=O)n(C)c1=O
  -2, 1, 2, -0.1, -1, -5, -9, -2, -0.1
- O=C(Nc1ccccc1)c1ccc(S(=O)(=O)N2CCOCC2)cc1
  -5, -3, -4, -1.6, -2, -1, 6, 2, 0.0
- Cc1nn(CC(=O)NCCc2cccs2)c(=O)c2cc3ccccc3n12
  -2, 3, -2, -0.5, -1, -4, 1, 3, 0.1
- COC(C[C@@H](O)C[C@@H](O)[C@H](C)OCc1ccccc1)OC
  0, 2, -2, -0.8, -1, -3, 1, -5, .
- Fc1ccccc1CSc1nnc2ccc(-c3ccncc3)nn12
  2, 12, -5, 0.4, -3, -3, -1, 0, 0.3
- Cc1cccc(NC(=S)NNC(=O)COc2ccc(Cl)cc2Cl)c1
  2, -12, 4, 1.8, 0, 4, 4, -2, -0.2
- Cc1nc(Nc2c(Cl)cccc2Cl)sc1C(=O)Nc1ccccc1
  -2, -3, -1, 3.5, -2, 5, 9, -1, -0.1
- Cc1cc(C(=O)NNC(=S)NCc2ccco2)nn1C
  -4, -2, -1, 0.1, -1, 13, 5, 0, 0.0
- Cc1c(F)cccc1NC(=O)c1ccc2c(c1)CCN2S(C)(=O)=O
  -2, 12, 0, 3.3, 2, 1, -6, 3, -0.1
- COc1cccc(OCC(O)CN2CCN(c3ccc(F)cc3)CC2)c1 (stereo not given)
  1, 2, -4, 2.6, -2, ., -1, 3, -0.2
- CCN(c1cccc2ccccc12)S(=O)(=O)c1ccc(Cl)nc1
  -1, -21, -2, 0.3, -2, -9, 1, 7, -0.1
- Cc1cc(NC(=O)CC#N)n(-c2nc3ccccc3[nH]2)n1
  7, 10, 9, -0.7, -2, -10, -3, -14, -0.2
- COc1ccc(Cl)cc1C(=O)NC(=S)Nc1cc(-c2nc3ccccc3[nH]2)ccc1C
  3, -30, -7, 3.2, 1, 7, 47*, -82, 0.5
- Cc1ccc(-n2c(=O)cc(N3CCc4ccccc4C3)[nH]c2=O)cc1
  0, -7, 0, -1.3, 2, -4, -4, 2, 0.2
- Cc1cc(C)cc(NC(=S)N2CCN(c3ccc(F)cc3)CC2)c1
  -1, 9, -1, 0.8, -2, 1, -9, 7, -0.2
- CC(C)CNC(=O)/C=C/c1cccs1
  -1, -7, -5, 0.4, 1, -10, -4, 0, 0.3
- COc1ccc(NC(=O)CN(C)C(=O)Cc2ccc3c(c2)CCC3)cc1
  -1, -1, -1, 1.9, 1, 1, 7, -4, -0.1
- COc1ccc(C(CNC(=O)Cn2c(=O)oc3ccccc32)N(C)C)cc1 (stereo not given)
  0, 2, 2, 1.1, -1, 2, 6, 5, 0.1
- CC1=Nn2c(nnc2-c2n[nH]c3c2CCC3)SC1
  2, 10, 0, 0.5, -2, -19, -6, 2, -0.2
- Cc1ccc(NC(=O)Nc2ccc(C(=O)N3CCOCC3)cc2)cc1
  -3, 3, 1, -1.2, 1, 8, 4, -4, 0.1
- O=C1SCCC1NC(=O)C(c1ccccc1)c1ccccc1 (stereo not given)
  -4, -9, 14, -0.9, -2, 13, 3, 2, -0.1
- CC(=O)C1=C(C)Nc2ncnn2C1c1ccc(C)cc1 (stereo not given)
  0, -5, -1, 2.5, -3, 8, 1, 6, -0.2
- Cc1c(C(=O)OC2CCCC2)[nH]c2c1C(=O)CC(c1ccco1)C2 (stereo not given)
  -3, 9, 1, 2.1, 0, 4, 17, -6, 0.3
- Cc1onc(-c2ccccc2)c1NC(=O)N(CCC#N)Cc1ccccc1
  -4, 4, 3, 0.9, -3, 9, -2, 1, 0.0
- COc1ccc(CCNC(=O)C2CCN(C(=O)c3ccc(C(C)(C)C)cc3)CC2)cc1
  -3, 7, -1, 4.1, 6, -17, 2, 20, 0.1

Reformatted with each value named: 4 of the compounds above
structure: Cc1ccc(-n2c(=O)cc(N3CCc4ccccc4C3)[nH]c2=O)cc1
  PP1 counter = 0
  PREPL inh = -7
  TPT1 inh = 0
  PP5 primary = -1.3
  CTSL1 counter = 2
  JMJD2C inh = -4
  HCV core dimer = -4
  LYPLA2 inh = 2
  Efflux pump mplx = 0.2
structure: Cc1cc(C)cc(NC(=S)N2CCN(c3ccc(F)cc3)CC2)c1
  PP1 counter = -1
  PREPL inh = 9
  TPT1 inh = -1
  PP5 primary = 0.8
  CTSL1 counter = -2
  JMJD2C inh = 1
  HCV core dimer = -9
  LYPLA2 inh = 7
  Efflux pump mplx = -0.2
structure: CC(C)CNC(=O)/C=C/c1cccs1
  PP1 counter = -1
  PREPL inh = -7
  TPT1 inh = -5
  PP5 primary = 0.4
  CTSL1 counter = 1
  JMJD2C inh = -10
  HCV core dimer = -4
  LYPLA2 inh = 0
  Efflux pump mplx = 0.3
structure: COc1ccc(NC(=O)CN(C)C(=O)Cc2ccc3c(c2)CCC3)cc1
  PP1 counter = -1
  PREPL inh = -1
  TPT1 inh = -1
  PP5 primary = 1.9
  CTSL1 counter = 1
  JMJD2C inh = 1
  HCV core dimer = 7
  LYPLA2 inh = -4
  Efflux pump mplx = -0.1

From PubChem
